# Bioassay records: PubChem, several laboratories
# MgcRacGAP inhibition = MgcRacGAP GTPase-activating activity inhibitors, confirmation, biochemical, ADP Hunter fluorescence. Rac GTPase-activating protein 1 (Homo sapiens). MgcRacGAP-stimulated Rac1 GTP hydrolysis, ADP Hunter fluorescence; higher % means a stronger effect; GST-tagged Rac1 F28L mutant substrate. one-dose inhibition, % at 30 µM; IC50 in µM for titrated hits. hit rate 0.6% among 340,000. AID 624330, 2012;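 active means first-screen hits whose inhibition reached a set limit at any dose in the follow-up dose series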;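 further: fluorescence reports GDP produced by GAP-driven GTP hydrolysis; strong numbers were not always called active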
# KOR beta-arrestin-1 = KOR antagonists, beta-arrestin recruitment, cell-based, luminescence, uHTS (AID 1778). inhibition, % at 10 µM; hits with a dose series show IC50 in µM. Kappa-type opioid receptor (Homo sapiens). KOR beta-arrestin recruitment, luminescence, antagonist mode; higher % means a stronger effect. hit rate 0.091% among 290,000; in the data active means inhibition above about 50%; further: strong numbers were not always called active
# GPR35 arrestin U2OS = GPR35 antagonists blocking zaprinast-driven arrestin recruitment, primary screen, imaging, U2OS, beta-arrestin-GFP, zaprinast agonist (AID 2058). G-protein coupled receptor 35 (Homo sapiens). U2OS GPR35 beta-arrestin-GFP translocation imaging, zaprinast antagonism; higher % means a stronger effect. inhibition, % at 10 µM, or IC50 in µM where a hit was titrated. hit rate 0.052% among 290,000;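 active means inhibition of at least 50% with at least 30 cells and total cytoplasm GFP at most 10,000,000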
# NOD1 inhibition = NOD1 signaling inhibitors, primary screen, cell-based, luminescence, uHTS (AID 1578); NOD1-driven NF-kB luciferase reporter cells, luminescence; higher % means a stronger effect; inhibition, % at 4 µM; hits with a dose series show EC50 in µM; hit rate 1% among 290,000; in the data active means inhibition mostly above about 36%, no sharp cut-off; inactive means mostly below about 34%;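 further: HEK-293T reporter cells stimulated with the NOD1 agonist gamma-tri-DAP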
# UTI89 phage lysis = inhibition of K1F phage lysis, E. coli UTI89, bacterial capsule biogenesis inhibitors, alamar blue (AID 488966) | E. coli UTI89 K1F phage lysis, alamar blue, 2 h; higher % means a stronger effect | inhibition, % at 100 µM, or IC50 in µM where a hit was titrated | hit rate 0.02% among 340,000;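 active means phage lysis inhibition, versus mean bacterial control, above a set limit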;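 further: capsule biogenesis inhibitors block K1F phage lysis so surviving cells raise fluorescence; higher fluorescence means more inhibition of phage lysis; actives were called in the ten point dose series up to 300 µM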
# NTR1 ag = agonists of NTR1, primary screen, imaging, U2OS cells, beta-arrestin-GFP, high content (AID 493036); Neurotensin receptor type 1 (Homo sapiens), P30989; NTR1-U2OS beta-arrestin-GFP spot imaging, agonist mode; activation, % at 20 µM; hit rate 0.17% among 330,000;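 active means activation at or above 40% of the spot to cytoplasm intensity ratio, with at least 20 cells analyzed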;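 further: 0% = DMSO without peptide and 100% = 100 nM NTR1 peptide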
# Target sequence (P30989 whole entry, looked up): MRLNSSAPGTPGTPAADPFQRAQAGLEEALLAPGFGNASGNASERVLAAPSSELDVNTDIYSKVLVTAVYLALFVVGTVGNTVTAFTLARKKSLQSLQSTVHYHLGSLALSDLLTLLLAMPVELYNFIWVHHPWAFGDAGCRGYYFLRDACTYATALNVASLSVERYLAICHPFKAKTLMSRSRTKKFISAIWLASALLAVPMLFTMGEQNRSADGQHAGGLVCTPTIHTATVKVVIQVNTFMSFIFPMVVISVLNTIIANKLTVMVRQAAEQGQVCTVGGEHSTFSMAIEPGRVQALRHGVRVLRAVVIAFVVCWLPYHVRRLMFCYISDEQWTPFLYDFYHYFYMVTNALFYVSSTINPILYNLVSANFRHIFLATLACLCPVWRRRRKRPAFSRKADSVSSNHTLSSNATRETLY
# KOR beta-arrestin-2 = KOR agonists, beta-arrestin recruitment, primary screen, cell-based, luminescence, uHTS (AID 1777); hit rate 0.02% among 280,000; KOR beta-arrestin recruitment, luminescence; higher % means a stronger effect; activation, % at 10 µM; hits with a dose series show EC50 in µM; Kappa-type opioid receptor (Homo sapiens); in the data active means activation above about 50%, passing the limit was not always enough; further: a part of the inactive calls stands beside numbers as strong as those of hits
# GPR55 LPI antagonism = GPR55 antagonists blocking LPI-driven arrestin recruitment, primary screen, imaging, U2OS, beta-arrestin-GFP, LPI agonist (AID 2013) | inhibition, % at 10 µM, or IC50 in µM where a hit was titrated | hit rate 0.13% among 290,000 | U2OS GPR55 beta-arrestin-GFP translocation imaging, LPI antagonism; higher % means a stronger effect;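 active means spots per cell inhibited over 60%, with over 100 cells counted and total cytoplasm intensity under 500,000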;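 further: U2OS cells stably carrying GPR55 and arrestin-GFP stimulated by 5 µM LPI near EC80; imaged beta-arrestin-GFP aggregate spots per cell after agonist stimulation; plate controls were LPI-stimulated DMSO wells for no effect and DMSO wells without LPI for full effect; some results filed as inactive read as strong as hits; confirmed hits need IC50 under 10 µM and bright autofluorescent wells are also inconclusive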
# GPR55 beta-arrestin = GPR55 agonists via beta-arrestin recruitment, primary screen, imaging, U2OS cells, beta-arrestin-GFP redistribution (AID 1961); hit rate 0.048% among 290,000; U2OS GPR55 beta-arrestin-GFP redistribution imaging; higher % means a stronger effect; one-dose activation, % at 10 µM; EC50 in µM for titrated hits;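 active means activation above 40% with more than 50 cells counted in the well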;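 further: U2OS osteosarcoma cells stably expressing GPR55 and beta-arrestin-GFP; plate controls were DMSO negative control for no effect and LPI positive control for full effect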
# NTR1 ag cell count 20 µM = also measured in NTR1 ag; calls as there; cell count; measured here: cell count, cytotoxicity flag
# * = called active by the depositor; · = not tested or not shown; [ ] = dose if it differs, or a comment.
mol	MgcRacGAP inhibition	KOR beta-arrestin-1	GPR35 arrestin U2OS	NOD1 inhibition	UTI89 phage lysis	NTR1 ag	NTR1 ag cell count 20 µM	KOR beta-arrestin-2	GPR55 LPI antagonism	GPR55 beta-arrestin
O=C(NC(=S)Nc1ccccn1)c1ccc([N+](=O)[O-])cc1	6%	-15%	-10%	-22%	-3.2%	1.0	67	4.3%	0%	0.7%
COc1ccc(-c2nn(-c3ccccc3)cc2/C=C/C(=O)N2CCN(c3ccccn3)CC2)cc1	2%	23%	-15%	43%	0.1%	4.8	56	-2.3%	21%	0.1%
CNC(=O)c1ccc(Nc2nc(-c3ccccc3)nc3ccccc23)cc1	9%	-31%	4%	41%	-0.2%	8.4	51	0.1%	-4%	-0.2%
COC(=O)C1(C)NC(c2ccco2)C2C(=O)N(c3ccc(F)cc3)C(=O)C21 (stereo not drawn)	5%	-14%[20 µM]	17%	-18%	0.3%	2.3	49	-7.7%	0%	0.2%
COc1ccc(CNCCCSc2ncccn2)c(OC)c1	14%	-19%[20 µM]	-2%	4%	0.4%	1.3	63	-0.1%	0%	-0.3%
O=C(NNC(=S)NCc1ccc(Cl)cc1)c1ccc(Br)o1	9%	-36%[20 µM]	-8%	10%	0.7%	1.4	46	-0.3%	-4%	-0.1%
COC(C(=O)NCc1ccccc1C)c1ccccc1 (stereo not drawn)	-1%	7%	-2%	10%	-0.3%	1.9	45	3.7%	9%	0.1%
CCCCN1C(=O)N(C)C2NC(=O)NC21 (stereo not drawn)	2%	24%	13%	10%	0.8%	-0.5	68	0.9%	0%	0.2%
COc1ccccc1-c1cc(C(F)(F)F)n2ncc(C(=O)N3CCc4ccccc4C3)c2n1	3%	-11%	-4%	2%	0.3%	8.9	71	2.0%	16%	-0.1%
CCS(=O)(=O)N1CCC(C(=O)NCCN2CCOCC2)CC1	4%	42%	2%	-29%	0.6%[50 µM]	1.7	58	1.6%	2%	0.8%
CCOC(=O)C1(Cc2cccc(Cl)c2)CCCN(C(=O)CCSC)C1 (stereo not drawn)	7%	-5%	1%	-15%	-1.0%	0.9	50	6.5%	-2%	0.4%
O=C(NCC1CCCO1)C1CC(=O)N(C2CCCC2)C1 (stereo not drawn)	4%	4%	14%	4%	4.9%	0.3	71	-8.7%	-2%	-0.1%
Nc1nnc(Cc2ccccc2F)s1	2%	10%	-2%	-8%	0.1%	-0.3	78	-10%	14%	-0.1%
O=C(C1CCCN(Cc2ccccc2F)C1)N1CCCCC1 (stereo not drawn)	22%	-5%	-9%	-8%	-0.7%[50 µM]	0.6	58	-0.8%	8%	0.6%
Cn1c2c(c3ccccc31)CCN1CCC[C@]21c1ccccc1	-4%	15%	2%	-4%	0.1%	0.7	93	-1.2%	5%	0.7%
CC(C)(C)c1nnc(N/N=C/c2ccccc2)n(N)c1=O	9%	1%	0%	-26%	9.9%	0.0	72	-1.3%	10%	-0.2%
O=C(CN1C(=O)NC2(CCCCCCC2)C1=O)NCc1cccs1	5%	32%	7%	-26%	0.6%	-0.3	80	-2.3%	1%	-0.1%
O=C(c1cccc(S(=O)(=O)N2CCN(c3ccccc3)CC2)c1)N1CC=C(c2ccccc2)CC1	11%	-9%	6%	18%	1.0%[50 µM]	1.4	49	13%	4%	-0.1%
Cc1ccc(CCN2CCN=C2N(C)C)cc1	11%	-2%[20 µM]	-1%	-5%	1.1%	-5.2	53	0.0%	11%	0.6%
C/C(=N\NC(=S)Nc1ccc(C)c(C)c1)c1ccc(N2CCOCC2)cc1	-2%	20%	3%	-1%	1.4%[50 µM]	4.9	64	1.2%	4%	-0.1%

# Molecules listed so far containing a furan ring, fused or not, in the order listed:
mol	MgcRacGAP inhibition	KOR beta-arrestin-1	GPR35 arrestin U2OS	NOD1 inhibition	UTI89 phage lysis	NTR1 ag	NTR1 ag cell count 20 µM	KOR beta-arrestin-2	GPR55 LPI antagonism	GPR55 beta-arrestin
COC(=O)C1(C)NC(c2ccco2)C2C(=O)N(c3ccc(F)cc3)C(=O)C21 (stereo not drawn)	5%	-14%[20 µM]	17%	-18%	0.3%	2.3	49	-7.7%	0%	0.2%
O=C(NNC(=S)NCc1ccc(Cl)cc1)c1ccc(Br)o1	9%	-36%[20 µM]	-8%	10%	0.7%	1.4	46	-0.3%	-4%	-0.1%

# The results go on:
mol	MgcRacGAP inhibition	KOR beta-arrestin-1	GPR35 arrestin U2OS	NOD1 inhibition	UTI89 phage lysis	NTR1 ag	NTR1 ag cell count 20 µM	KOR beta-arrestin-2	GPR55 LPI antagonism	GPR55 beta-arrestin
CCn1cnc2cc(NCc3ccc(OC)cc3)ccc21	92µM*	4%	-12%	-52%	0.6%	-0.4	95	-4.2%	-1%	-0.1%
COc1ccccc1Nc1nc(-c2cccc([N+](=O)[O-])c2)nc2ccccc12	-6%	17%	-6%	13%	-0.3%	0.8	59	5.6%	-2%	0.0%
O=C(CN(Cc1ccccc1)C(=O)c1ccc2c(c1)OCCO2)NCc1ccc2c(c1)OCO2	13%	-27%	2%	0%	-0.3%	-0.9	44	-0.4%	-10%	0.6%
O=C(NCC1CCCO1)c1ccc(CS(=O)(=O)Cc2ccc(F)cc2)o1 (stereo not drawn)	9%	29%	3%	7%	1.7%	0.0	35	12%	2%	-0.1%
COc1cc(NC(=O)CCc2nnc3ccc(NCc4ccco4)nn23)cc(OC)c1	8%	-37%	21%	-31%	4.4%	-0.6	67	4.5%	20%	0.0%
CNC(=O)c1ccc2nc(NC(C)=O)sc2c1	7%	4%	9%	-15%	-0.3%	-0.4	56	-0.4%	8%	-0.2%
CCc1nc2oc3ccc(C)cc3c(=O)c2cc1C(=O)OC	·	6%	-11%	-24%	0.2%[50 µM]	·	·	-1.8%	2%	-0.1%
CC1(N2CCOCC2)CC2(O)C(=[N+]1[O-])CCc1nonc12 (stereo not drawn)	·	8%	9%	11%	·	1.7	61	-0.6%	2%	-0.1%
C/C(N)=C(/C#N)C(=O)COC(=O)C1CCC(C(C)(C)C)CC1 (stereo not drawn)	14%	-19%	-20%	-2%	3.6%	4.7	55	-4.8%	-2%	0.2%
CC1CCN(c2ccc(/C=N/n3nnnc3N)cc2[N+](=O)[O-])CC1	0%	-34%	10%	6%	2.9%	2.4	40	-3.2%	2%	3.2%
O=C(CSc1ccc(-c2cccnc2)nn1)N1CCCc2ccccc21	·	-15%	5%	-6%	·	-0.6	66	-7.9%	6%	0.2%
CC(=O)N1CCN(C(=O)/C(C#N)=C/c2ccc3c(c2)OCO3)CC1	2%	-27%	-15%	27%	-0.1%	1.2	46	2.4%	-7%	0.8%
COc1ccc(-c2ccc(/C=N/N3C(=O)C4C5C=CC(C6CC56)C4C3=O)o2)c([N+](=O)[O-])c1 (stereo not drawn)	7%	3%	6%	2%	1.0%[50 µM]	12	55	4.4%	10%	0.3%
CCC(C)[C@H](NC(=O)N1CCCC1)C(=O)OC (stereo partly drawn)	16%	-34%	3%	10%	1.9%	-1.2	52	4.0%	1%	0.3%
COC(=O)C(NNc1ccccc1C)(NC(=O)c1ccc(F)cc1)C(F)(F)F (stereo not drawn)	-3%	11%	-9%	-8%	-1.0%	-0.3	79	3.7%	-4%	-0.1%
CC(=O)CSc1ncnc2sc3c(c12)CCC(C)C3 (stereo not drawn)	-3%	-3%	-6%	-22%	-0.1%	3.4	84	0.8%	-6%	-0.3%
Cc1ccc(C2CC(C(F)(F)F)n3nc(C(=O)NCc4c(C)nn(C)c4C)c(Cl)c3N2)cc1 (stereo not drawn)	14%	-38%	14%	44%	-1.1%	3.0	60	·	-11%	13%
COc1ccc(N2C(=O)N3[C@H](c4ccc(Cl)cc4)[C@@H]4C(=O)N(C5CCCCC5)C(=O)[C@@H]4[C@]3(Cc3ccc(Cl)cc3)C2=O)cc1	4%	-15%[20 µM]	-10%	6%	-0.1%	-2.4	48	·	6%	-0.1%
COc1cccc(OCCNC(=O)CSc2ccc(C(F)(F)F)cc2[N+](=O)[O-])c1	7%	-18%	0%	-31%	0.4%	1.3	57	0.7%	7%	-0.1%
COC(=O)c1ccc([C@@H](O)[C@H](C)C(=O)CC(=O)OC(C)(C)C)cc1	1%	-5%[20 µM]	0%	-6%	0.2%	-0.1	87	·	7%	0.2%
CCCn1nnnc1NCc1ccccc1F	4%	-46%[20 µM]	5%	-8%	2.2%	-0.4	66	-1.7%	-17%	-0.3%
CC1(C)Cc2c(sc3c2c(=O)n(-c2cccc(Cl)c2)c(=O)n3CC(N)=O)CO1	7%	26%	-6%	-6%	-1.8%	0.5	40	0.6%	5%	-0.1%
O=C1C2CCCN2C(=S)N1C1CCCCC1 (stereo not drawn)	5%	-30%[20 µM]	11%	-18%	0.9%	0.0	39	0.0%	-5%	-0.1%
CS(=O)(=O)c1ccc(Cl)c(S(=O)(=O)NCc2ccccc2)c1	8%	17%	-14%	-14%	0.9%	-0.7	48	-2.3%	4%	0.3%
CN(C(=O)COC(=O)c1ccc([N+](=O)[O-])cc1)c1ccccc1	12%	-2%	-3%	-23%	-0.2%	-0.5	32	-3.0%	2%	0.2%
Cc1ccccc1Cn1cc(NC(=O)c2cc3nc(-c4ccco4)cc(C(F)(F)F)n3n2)cn1	8%	0%	-6%	-19%	-0.6%	4.5	39	4.4%	-8%	-0.2%
CCc1ccc(C(=O)C(C)OC(=O)C2COc3ccccc3O2)cc1 (stereo not drawn)	4%	-1%	-15%	-28%	3.0%	0.4	41	-2.3%	19%	0.6%
CC1CCCCC1NC(=O)/C(C#N)=C/C=C/c1ccccc1[N+](=O)[O-] (stereo not drawn)	2%	1%	4%	·	0.6%	8.8	59	0.1%	-7%	-0.2%
Cc1ccccc1NC(=O)CSc1nc2ncc(Cl)cc2[nH]1	-13%	-36%	-3%	-44%	-0.2%	1.1	61	2.8%	-4%	0.7%
CCCCN(C)CCNC(=O)c1cc2c(=O)[nH]c3ccccc3c2n1C	21%	33%	6%	-7%	-0.1%	0.5	54	-0.8%	-4%	0.0%
Cc1ccccc1OCC(=O)Nc1c2c(nn1C(C)(C)C)CS(=O)(=O)C2	8%	9%	7%	9%	-0.1%[50 µM]	1.5	55	2.1%	3%	-0.1%
COc1ccc(-c2csc(NC(=O)C3COc4ccccc4O3)n2)cc1OC (stereo not drawn)	11%	-54%	-11%	-10%	2.5%	8.4	89	4.0%	0%	-0.1%

# Only part of the results is shown (hit frequency here may not be typical).
